# RAD54 branch = inhibitors of human RAD54 branch migration. Q92698. RAD54 Holliday junction branch migration, FAM/BHQ fluorescence. inhibition, % at 10.4 µM. 360,000 compounds, 0.14% hits;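 active means mean normalized replicate activity at least 40 and at least half of replicates scoring 40 or more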;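 further: 0% = median of neutral control wells and 100% = median of positive control wells; inhibitors cause a drop in the FAM fluorescence signal; in these data hits start at about 50%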
# Target sequence (Q92698 whole entry, looked up): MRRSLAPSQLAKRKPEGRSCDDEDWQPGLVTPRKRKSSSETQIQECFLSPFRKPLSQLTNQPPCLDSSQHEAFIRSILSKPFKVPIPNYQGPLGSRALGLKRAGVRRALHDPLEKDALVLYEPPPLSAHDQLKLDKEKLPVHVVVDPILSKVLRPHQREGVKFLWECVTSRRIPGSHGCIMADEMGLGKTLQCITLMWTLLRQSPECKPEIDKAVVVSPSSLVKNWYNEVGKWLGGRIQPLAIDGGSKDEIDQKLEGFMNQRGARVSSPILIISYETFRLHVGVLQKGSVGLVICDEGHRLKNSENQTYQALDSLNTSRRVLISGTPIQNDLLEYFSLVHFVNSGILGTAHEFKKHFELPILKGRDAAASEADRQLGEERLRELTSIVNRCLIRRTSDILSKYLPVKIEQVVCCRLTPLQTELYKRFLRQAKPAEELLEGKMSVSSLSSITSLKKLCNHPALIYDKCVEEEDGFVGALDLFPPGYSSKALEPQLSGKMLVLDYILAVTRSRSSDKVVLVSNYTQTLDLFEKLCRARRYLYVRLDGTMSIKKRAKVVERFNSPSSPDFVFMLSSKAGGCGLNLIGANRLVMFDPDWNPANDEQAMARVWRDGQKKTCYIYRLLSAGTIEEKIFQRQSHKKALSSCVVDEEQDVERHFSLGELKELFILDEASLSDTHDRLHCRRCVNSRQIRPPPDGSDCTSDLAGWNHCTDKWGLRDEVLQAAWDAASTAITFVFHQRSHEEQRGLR
# Active calls of the source: *. Only part of the results is shown; rates above refer to the full screens.
compound | RAD54 branch
Cc1ccc2c(c1)c(C)c(C)n2CC(O)Cn1nc(C)c(Br)c1C (configuration not stated) | 5
Fc1ccc(/C=N/n2c(-c3cccs3)n[nH]c2=S)cc1 | -9
Cc1ccc(NC(=O)CNc2ccc(OC(C)C)cc2)cc1 | 1
O=C(Nc1ccc(Cl)cc1)N(Cc1cccs1)Cc1cccs1 | -11
Cn1c(=O)oc2cc(S(=O)(=O)N3CCc4ccccc4C3)ccc21 | -4
CCOc1cc(C(N)=O)cc(OCC)c1OCC | -7
CCOC(=O)C1CCN(CC(O)COc2ccc(C(C)(C)CC)cc2)CC1 (configuration not stated) | -6
CC1=C(C)CC2C(=O)N(Cc3ccccc3)C(=O)C2C1 (configuration not stated) | -2
CCc1cc2c(=O)c(-c3nc4ccccc4n3C)c(C)oc2c(CN(CC)CC)c1O | -14
CCc1ccccc1NC(=O)CCOc1ccccc1 | -1
O=C(c1csc2ccccc12)N1CCN(c2ccc(Cl)c(Cl)c2)CC1 | 1
CCN(CC)CCCN(C(C)=O)c1nc(-c2cc(OC)ccc2OC)cs1 | 30
CSCCC(NS(=O)(=O)c1ccc(Cl)cc1)C(=O)OCC(=O)N1CCOCC1 (configuration not stated) | -11
O=C(O[C@@H]1OC2COC(=O)c3cc(O)c(O)c(O)c3-c3c(cc(O)c(O)c3O)C(=O)O[C@@H]([C@H]1O)[C@@H]2O)c1cc(O)c(O)c(O)c1 | 6
O=C(CCCCCN1C(=O)c2ccccc2C1=O)Nc1ccc(S(=O)(=O)N2CCCCC2)cc1 | 2
Cc1cc(C(=O)N/N=C/c2cc(Br)ccc2OC(=O)c2ccccc2)n[nH]1 | 8
CSc1nc2ccccc2cc1/C=C(\C#N)c1cccc(Cl)c1 | -2
Cc1cccc(N2C(=O)N3[C@@H]4c5ccccc5OC[C@@H]4[C@@H](c4ccccc4)[C@]3(C)C2=O)c1 | -7
O=C(Cc1ncc(C(F)(F)F)cc1Cl)N1CCN(c2ccc(F)cc2)CC1 | -2
CCc1nc2ccccc2c(C(=O)OCC(=O)Nc2cccc(S(=O)(=O)N3CCOCC3)c2)c1C | 6
CCOC(=O)N1CCN(CCC(=O)Nc2ccc(OC(F)(F)F)cc2)CC1 | -2
CC(=O)c1cc2c(cc1NC(=O)CSc1nnc(C)s1)OCO2 | -6
Fc1ccc(-c2nc3nc4ccccc4nc3n2Cc2ccco2)cc1 | -3
Cn1c(=O)cc(OCCCC(=O)N2CCCCC2)c2ccccc21 | -5
c1ccc2c(CCNc3ncnc4nc[nH]c34)cccc2c1 | 5

# Retrieved by compound from the entries so far:
compound | RAD54 branch
CCOC(=O)N1CCN(CCC(=O)Nc2ccc(OC(F)(F)F)cc2)CC1 | -2
CCOC(=O)C1CCN(CC(O)COc2ccc(C(C)(C)CC)cc2)CC1 (configuration not stated) | -6
c1ccc2c(CCNc3ncnc4nc[nH]c34)cccc2c1 | 5

# Four of the compounds above, with each value named.
> O=C(Cc1ncc(C(F)(F)F)cc1Cl)N1CCN(c2ccc(F)cc2)CC1
- RAD54 branch: -2
> CCc1nc2ccccc2c(C(=O)OCC(=O)Nc2cccc(S(=O)(=O)N3CCOCC3)c2)c1C
- RAD54 branch: 6
> CCOC(=O)N1CCN(CCC(=O)Nc2ccc(OC(F)(F)F)cc2)CC1
- RAD54 branch: -2
> CC(=O)c1cc2c(cc1NC(=O)CSc1nnc(C)s1)OCO2
- RAD54 branch: -6

# Next part:
compound | RAD54 branch
CCC(Sc1nnnn1-c1ccccc1)C(=O)Nc1nc2ccccc2s1 (configuration not stated) | 3
O=C(Cc1ccc(Cl)cc1)Nc1ccccc1CO | 0
O=C(CCCn1c(=S)[nH]c2ccccc2c1=O)N1CCCCC1 | -3
Cc1cc(NC(=O)c2ccc3nc(-c4ccccc4)c(-c4ccccc4)nc3c2)no1 | -12
Cc1cccc(OCc2nnc(SCc3cc(=O)n4cc(Br)ccc4n3)o2)c1 | 4
O=C(CN(Cc1ccco1)C(=O)c1cc(=O)[nH]c2ccccc12)Nc1ccccc1Br | 1
Cn1ncc(Br)c1C(=O)OCC(=O)Nc1nc(-c2ccccc2)cs1 | -9
Cc1noc(C)c1C(=O)N1CCN(Cc2ccccc2)CC1 | -3
Cc1ccc2c(Cl)c(C(=O)Nc3cc(C)on3)sc2c1 | 7
O=C(CCn1nc(-c2ccc(Cl)cc2)c2ccccc2c1=O)NCCN1CCOCC1 | -7
O=C(NCCO)c1ccccc1O | -6
CCOC(=O)N1CCN(C(=O)NC2CCCCC2)CC1 | -7
CCn1c(O)c(/C=N/n2cnnc2)sc1=S | -13
Cc1cc2c(c(C)nn2-c2ccccc2)c(=O)o1 | 3
CCOC(=O)Cc1csc(NC(=O)CCN2C(=O)c3ccccc3C2=O)n1 | 6
Oc1ccc(Br)cc1/C=N/N1CCN(Cc2ccccc2)CC1 | 5
COc1ccc(C(=O)CSc2nc(C)cc(=O)[nH]2)cc1 | 10
COc1ccc(NC(=O)Nc2cccc(C(=O)N3CCOCC3)c2)cc1OC | 2
COc1ccccc1-c1nc(C#N)c(N2CCN(C(c3ccccc3)c3ccccc3)CC2)o1 | -13
COc1cccc(C(=O)NCc2ccc(N3CCN(C(=O)OC(C)(C)C)CC3)cc2)c1 | 1
N#Cc1ccc(-c2ccco2)nc1SCC(=O)c1ccc(Cl)cc1 | 6
CCOC1(OCC)N=C(N)C2(C#N)C(c3ccc(NC(C)=O)cc3)C12C#N (configuration not stated) | 0
CCN1C(=O)C2C(c3ccccc3F)NC(Cc3ccc(O)cc3)(C(=O)OC)C2C1=O (configuration not stated) | -1
CCCCOC(=O)C1Cc2ccccc2C(=O)O1 (configuration not stated) | -1
O=C(CCCn1c(=O)[nH]c2ccccc2c1=O)NC1CCCCCC1 | 3

compound | RAD54 branch
O=C(Nc1nnc(C23CC4CC(CC(C4)C2)C3)s1)c1ccco1 | -10
COc1ccc(-c2ccc(C3C(C#N)=C(N)Oc4n[nH]c(C)c43)o2)cc1 (configuration not stated) | -71
Cc1sc(NC(=O)c2ccco2)c(C(c2cccnc2)N2CCN(C)CC2)c1C (configuration not stated) | 4
O=C(Nc1cccc(Cl)c1)N(CCN1CCOCC1)Cc1ccccc1F | 4
COc1ccc(NC(=O)CSc2nnc(-c3ccccc3C)n2N)cc1OC | -10
O=C(Nc1nnc(C2CCCCC2)s1)c1ccco1 | 1
CCNC(=S)N/N=C/c1cccs1 | 6
COc1ccc(-n2c(CNC(=O)c3cc(OC)c(OC)c(OC)c3)n[nH]c2=S)cc1 | 1
O=c1oc2cc(O)ccc2c2c1CCCC2 | 11
COc1ccc(C2C(C(C)=O)=C(O)C(=O)N2CCCn2ccnc2)cc1OC (configuration not stated) | 2
O=C(CCC1CCCC1)NCc1cccs1 | -4
Cc1csc(NC(=O)c2cc3c(s2)CCC3)n1 | 0
CCOc1ccc(OCCOCCN2CCOCC2)cc1 | -9
Cc1ccc(NC(=O)COC(=O)C2CC2C)c(S(=O)(=O)N2CCCCC2)c1 (configuration not stated) | -14
COc1ccc2nc(NC(=O)c3cccc(OCc4c(C)noc4C)c3)sc2c1 | 7
C=C(C)C1CC=C(CN2CCC(O)CC2)CC1 (configuration not stated) | -13
COc1ccc(NC(=O)CN2CCN(CC(=O)Nc3ccccc3Cl)CC2)cc1 | 1
COc1cc2c(cc1NC(=O)c1cccnc1)CCCC2 | -8
O=S(=O)(c1cccs1)N1CCc2ccccc21 | 0
O=C(CN1CCC(C(=O)c2ccc(F)cc2)CC1)Nc1ccccc1 | -1
CC(=O)c1cnn(-c2nc3c(C)cccc3s2)c1C | 1
CC(C)Cc1cc(-c2ccco2)c(C#N)c(N)n1 | -8
COc1cc(NS(=O)(=O)c2ccc(NC(=O)/C(=C/c3ccccc3Cl)NC(=O)c3ccccc3)cc2)nc(OC)n1 | -4
C#CCOCCOCCOCCNc1nc(N2CCN(C(=O)[C@H](CCC(=O)O)n3cc(C(N)CO)nn3)CC2)nc(N2CCN(C(=O)[C@H](Cc3cc4ccccc4[nH]3)n3cc(C(N)[C@H](C)CC)nn3)CC2)n1 (some centres not stated) | 2
O=C1C2CC=C(Cl)CC2C(=O)N1CC1Cc2ccccc2CO1 (configuration not stated) | 1

molecule	RAD54 branch
O=C(c1cccs1)N(Cc1cccc(Cl)c1)C1CCS(=O)(=O)C1 (configuration not stated)	5
CCC(C)OC(=O)C1C(c2ccccc2)C(C(=O)O)C1c1ccccc1 (configuration not stated)	-20
O=C(CCn1cccc1)N1CCc2ccccc21	-3
CC1CCN(S(=O)(=O)c2ccc(S(=O)(=O)NCc3ccco3)cc2)CC1	1
O=C(Nc1cccc(Cl)c1Cl)C1CCN(c2ncccn2)CC1	2
CCOC(=O)c1cc(C)n(Cc2ccccc2)c1C	5
Cc1ccc(NC(=O)COc2ccc(/C=N/NC(=O)CSCc3ccccc3)cc2)cc1	-2
COc1ccc(NC(=O)c2ccc(OC)cc2)cc1	5
COc1ccc(C(=O)Nc2cccnc2)cc1OC	-3
O=C(CCCc1ccccc1)NCc1ccccn1	-13
Cc1ccc(C(=O)NCc2nnc(SCC(=O)Nc3sc4c(c3C#N)CCCC4)n2C)cc1	1
COc1ccc(S(=O)(=O)N2CCC(C(=O)N3CCc4ccccc4C3)CC2)cc1OC	-8
CCCCN=C1NC(=O)C(CC(=O)Nc2ccc(Cl)cc2)S1 (configuration not stated)	-1
Cn1c(=O)[nH]c(=O)c2c1nc(OC(=O)c1ccccc1)n2CC(O)COc1ccccc1 (configuration not stated)	11
O=S(=O)(Nc1ccccn1)c1ccc(Cl)cc1	7
COc1ccc(C(=O)Nc2ccc3c(c2)Cc2ccccc2-3)cc1	-5
CCCc1ccc(Oc2cn[nH]c2-c2ccc(O)c(C)c2O)cc1	-2
Cc1oc(-c2ccc3c(c2)OCCO3)cc1C(=O)NC(CCC(=O)O)C(=O)O (configuration not stated)	-5
O=C(COC(=O)c1ccc(S(=O)(=O)N2CCOCC2)cc1)NC1CCCC1	3
C=CCN(C(=O)Nc1ccc(Cl)cc1)C1CC(=O)N(c2ccc(OC)cc2)C1=O (configuration not stated)	-10

molecule	RAD54 branch
Cc1cccc2cc(CN(CCCO)C(=O)Nc3ccc(Cl)cc3)c(=O)[nH]c12	-9
COc1cc(C(=O)Nc2cccc(-c3nncn3C)c2)cc(OC)c1OC	-2
Cc1nnc(N2CCC(C(=O)NC3CCC(C)CC3)CC2)c2nn(-c3ccc(Cl)cc3)c(C)c12 (configuration not stated)	-1
Cc1nnc2sc(-c3cccc(NC(=O)c4cccnc4)c3)nn12	-14
O=C(CCSc1nc(-c2ccco2)cc(C(F)(F)F)n1)N1CCCc2ccccc21	-2
CCN(CCO)C(=O)C(c1ccccc1)c1ccccc1	0
COc1ccc(NC(=O)CSc2nnnn2-c2ccc(OC)cc2)cc1	-1
CCn1c(SCC(=O)N2CCc3ccccc32)nc2c(c1=O)SC(C)C2 (configuration not stated)	5
Cc1ccc(-n2c(SCC(=O)NCc3ccco3)nc3nc4c(cc3c2=O)COC(C)(C)C4)cc1	2
CCOC(=O)/C=C1\NC(C)(C)Cc2cc(OC)c(O)cc21	4
O=C(CN1C(=O)C2CC=C(Cl)CC2C1=O)N1CCOCC1 (configuration not stated)	-4
CCC(=O)Nc1ccc(Cl)c(NC(=O)c2ccc(Br)o2)c1	7
O=C1C(=O)N(c2nccs2)C(c2ccccc2)/C1=C(\O)c1ccc2c(c1)OCCO2 (configuration not stated)	8
CCCCCNC(=O)C1CC=CCC1C(=O)O (configuration not stated)	-2
O=C(Nc1ccc2c(c1)oc1ccccc12)N1CCOCC1	1
Cc1noc(C)c1COC(=O)c1ccc2ccccc2n1	-4
CCc1cccc2sc(N3CCN(C(=O)c4ccc([N+](=O)[O-])o4)CC3)nc12	-11
Cc1cc2nc(C)n(CCCNC(=O)Nc3ccccc3)c2cc1C	6
COc1ccc(CN2CCN(C(=O)c3cccs3)CC2)cc1	-3
Cc1nc(C)c(C(=O)OCC(=O)N2CCN(c3ccccc3)CC2)s1	-1

molecule	RAD54 branch
Cc1cc(C)c2cc(CN(Cc3ccco3)C(=O)NCc3ccccc3)c(=O)[nH]c2c1	2
O=C(Nc1ccccn1)c1ccc(C(=O)Nc2ccccn2)cc1	1
COC(=O)c1cccc(NC(=O)c2ccc3c(c2)C(=O)N(CC2CCCO2)C3=O)c1 (configuration not stated)	-5
COC(=O)Nc1ccc(S(=O)(=O)N(CCO)CC(F)(F)C(F)F)cc1	0
CC(=O)c1nn(-c2cccc(Br)c2)cc1C(=O)c1ccccc1	8
COc1cccc(N=C2SC(C(=O)Nc3ccc(F)cc3)CC(=O)N2C)c1 (configuration not stated)	0
CC(=O)c1cc(-c2ccccc2)n(CC(=O)NC2CCCC2)c1C	-4
COCCOC(=O)c1c(C)oc2ccc(OC(=O)c3cccs3)cc12	-5
Cc1cccc(OCC(=O)NNC(=O)CSc2ncc(C#N)c(N)n2)c1	-1
COC(=O)CSc1cc(C)nc2ccc(OC)cc12	0
CSc1ccc(/C=N/n2c(C)cc(C)cc2=O)cc1	-11
COc1cccc(C(=O)Nc2ccc3c(cc2=O)[C@@H](NC(C)=O)CCc2cc(OC)c(OC)c(OC)c2-3)c1	-2
Cc1cc(C)c2[nH]c(=S)cc(C)c2c1	-13
CCN1CCN(CC(=O)c2c(C)n(C)c3ccc(OC)cc23)CC1	23
O=C(NCC1CCCO1)c1ccc2ccccc2n1 (configuration not stated)	-5
O=C(N/N=C/c1ccc(-c2ccc(S(=O)(=O)Nc3ncccn3)cc2)o1)c1cc2ccccc2cc1O	2
CC1CCN(C(=O)C2CCN(S(=O)(=O)c3cccc4nonc34)CC2)CC1	4
CCOc1ccc(NC(=O)C2CC(=O)N3CCCN=C3S2)cc1 (configuration not stated)	-2
COc1ccc(CNC(=O)CCCn2c(SCC#N)nc3cc4c(cc3c2=O)OCO4)cc1	0
CN(C)C(=O)COC(=O)[C@H](Cc1ccccc1)NC(=O)c1ccco1	-3

molecule	RAD54 branch
Cn1c(=O)c2c(nc(NCc3ccccc3)n2C)n(C)c1=O	-12
O=C(Cn1cc(C(=O)c2ccco2)c2ccccc21)NCc1ccco1	-3
CCOC(=O)N1CCC(n2c(SCC(=O)N3CCC(C)CC3)nc3ccccc3c2=O)CC1	-16
O=C(CSc1nnc(-c2cnccn2)n1Cc1ccco1)c1ccccc1	-4
O=c1[nH][nH]c(C(F)(F)F)c1C=NCc1ccccc1Cl	3

# Bioassay records: PubChem BioAssay, Broad Institute
